Assay outcomes: PubChem, National Center for Advancing Translational Sciences (NCATS)
BRCA1 expr up: activators of BRCA1 expression | Potency, µM (doses to about 46.1 µM), for inactives: at the highest dose activation, actives largely listed as activators | MCF7-BRCA1-FFLuc reporter, luminescence, 48 h; response scale: scaled: vehicle 0%, 10 µM genistein 100% | 1.1% of 380,000 active; also: nearly all actives have a fitted effect of over 80% in size; some results filed as inactive show a strong effect at the top dose
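Cells: MCF7-BRCA1-FFLuc, 2000/well. Exposure: 48 h, 37 °C, 5% CO2. Read: luminescence, 15 min post-substrate. Controls: genistein 10 microM (maximal activation), DMSO (neutral).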
Rab9 promoter act: Rab9 promoter activation; Huh7 Rab9 promoter-luciferase reporter, luminescence, 24 h; Potency, µM (top dose mostly 9.22 µM), without a hit: top-dose activation, negative = inhibition, usual class: activators; 2.8% of 320,000 active; also: % of control where 0% means no effect; nearly all actives have a fitted effect of over 60% in size
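Luciferase signal after 10 min detection reagent at ambient indicates Rab9 promoter upregulation; stably transfected Huh7 cells were treated 24 h with compound in DMSO at 37 °C, 5% CO2.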
Gal4-VP16 FLuc: Gal4-VP16 reporter inhibition counter-screen; Drosophila S2 Gal4-VP16 UAS-luciferase, luminescence, 20 h; Potency, µM (titrated, usually from 53.6 µM), for the others: at the top dose activity, negative = inhibition, actives largely listed as inhibitors; 3.5% of 310,000 active; AID 2546;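 also: Gal4-VP16 expression switched on by copper sulfate through the metallothionein promoter; % is scaled to controls: 0 for no effect and ±100 for the full control effect; nearly all actives have a fitted effect of over 50% in size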
MBNL1-CUG inh: blocks human MBNL1 binding to CUG repeat RNA; Q9NR56; TR-FRET MBNL1-His/biotin-(CUG)12 binding, 665/545 ratio; Potency, µM (doses to about 57.5 µM), inactives show at the highest dose activity change, negative = inhibition, hits mostly inhibitors; 0.036% of 280,000 active; AID 2675; active = well fitted inhibition curve with a large enough effect in the signal ratio, with a control signal flat, not every such curve was filed as active; inconclusive = small, poorly fitted or top-dose-only effect, or effect the other way, or a change in a side signal; inactive = no such curve, though single readings can be large or run the other way; the % refers to the signal ratio; also: % is scaled to controls: 0 for no effect and ±100 for the full control effect
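TR-FRET readout: Ex 340 nm, 665/545 nm emission ratio, normalized to buffer-only (basal) and MBNL1-(CUG)12 controls. Complex of MBNL1-His with Biotin-(CUG)12, compounds 92 nM–58 uM, incubated 60 min at room temperature.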
ELG1 genotoxic: inducers of genotoxicity in HEK293T ELG1-luciferase cells | HEK293T ELG1-luciferase reporter, luminescence, 16 h | Potency, µM (top dose mostly 46 µM), inactives show at the highest dose activity change, positive = activation, most hits filed as activators | 1.3% of 330,000 active | AID 504466; also: % of control where 0% means no effect; nearly all actives have a fitted effect of over 60% in size
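HEK293T cells expressing luciferase-tagged ELG1 were treated with compound or DMSO for 16 hr at 37°C. Luciferase activity was then read after 30 min with ONE-Glo at room temperature; rising signal flags genetic stress.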
p53 reactivation: restores transcriptional activity of mutant p53; H1299 p53-A138V BP100-luciferase reporter, luminescence, 24 h; Potency, µM (doses to about 92.2 µM), inactives show at the top dose activity change, positive = activation, actives largely listed as activators; 0.063% of 320,000 active; AID 504706; also: % of control where 0% means no effect; nearly all actives have a fitted effect of over 45% in size
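H1299 (p53-null), stable ts p53-A138V + BP100-Luc; 1000 cells/well, Opti-MEM/10% FBS; cpd 4 pt, 1:5; 24 h, 37 deg C, 5% CO2; detection reagent 10 min RT; luminescence.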
NPC1 prom act: activators of NPC1 promoter; Huh7 NPC1 promoter luciferase reporter, 24 h; Potency, µM (titrated, usually from 9.22 µM), without a hit: at the highest dose activation, hits mostly activators; 2.4% of 320,000 active; AID 485313;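 also: % of control where 0% means no effect; nearly all actives have a fitted effect of over 60% in size; reporter is driven by a mutant NPC1 promoter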
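Huh7 reporter cells (NPC1 promoter driving luciferase) are dosed with compound for 24 h at 37 °C, 5% CO2; luciferase detection reagent is then added and luminescence measured after 10 min at ambient temperature.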
FLuc counter: counter-screen for miR-21 project: firefly luciferase inhibitors or activators; P08659; purified FLuc, Km substrates, luminescence inhibition; Potency, µM (titrated, usually from 57.5 µM), inactives show top-dose activity change, negative = inhibition, most hits filed as inhibitors; 6.9% of 360,000 active; AID 588342;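 also: plate controls were vehicle for no effect and reference inhibitor for full effect; nearly all actives have a fitted effect of over 55% in size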
Target sequence (P08659 whole entry, looked up): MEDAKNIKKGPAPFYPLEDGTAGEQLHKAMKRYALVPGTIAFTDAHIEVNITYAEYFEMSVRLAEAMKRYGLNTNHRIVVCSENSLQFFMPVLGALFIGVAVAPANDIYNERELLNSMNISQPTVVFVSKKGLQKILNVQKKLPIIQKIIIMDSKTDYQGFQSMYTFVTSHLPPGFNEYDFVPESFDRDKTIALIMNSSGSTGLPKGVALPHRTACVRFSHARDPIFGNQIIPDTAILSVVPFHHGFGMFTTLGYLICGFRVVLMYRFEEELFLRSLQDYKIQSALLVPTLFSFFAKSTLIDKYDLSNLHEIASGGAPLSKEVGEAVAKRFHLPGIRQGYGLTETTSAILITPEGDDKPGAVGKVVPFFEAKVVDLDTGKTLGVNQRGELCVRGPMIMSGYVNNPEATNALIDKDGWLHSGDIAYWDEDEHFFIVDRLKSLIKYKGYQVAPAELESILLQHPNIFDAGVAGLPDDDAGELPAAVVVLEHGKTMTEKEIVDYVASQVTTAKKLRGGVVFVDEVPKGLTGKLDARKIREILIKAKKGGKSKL
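Purified P. pyralis luciferase, 10 nM final, with Km-level 10 uM D-luciferin and 10 uM ATP in 50 mM Tris acetate pH 7.5, 10 mM Mg acetate, 0.01% Tween-20, 0.05% BSA; 6-point qHTS titration about 60 µM downward; luminescence read.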
uPA surface inh: cell surface uPA generation inhibition; 0.31% of 330,000 active; AID 540303; Potency, µM (titrated, usually from 38.3 µM), for inactives: top-dose activity change, negative = inhibition, hits mostly inhibitors; cell surface uPA generation assay, qHTS; active = well fitted inhibition curve with a large enough effect; inconclusive = small, poorly fitted or top-dose-only effect; inactive = no such curve, though single readings can be large or run the other way; tested in mouse RAW 264.7 cells; also: % is scaled to controls: 0 for no effect and ±100 for the full control effect; nearly all actives have a fitted effect of over 55% in size
RORg inh: inhibitors of mouse ROR gamma transcriptional activity; P51450; Drosophila S2 Gal4-RORgamma UAS-luciferase reporter, 20 h; Potency, µM (series often up to 53.6 µM), inactives show at the highest dose activity change, negative = inhibition, most hits filed as inhibitors; 5.4% of 310,000 active; also: % is scaled to controls: 0 for no effect and ±100 for the full control effect; nearly all actives have a fitted effect of over 60% in size
Target sequence (P51450 whole entry, looked up, the tested form may be a part): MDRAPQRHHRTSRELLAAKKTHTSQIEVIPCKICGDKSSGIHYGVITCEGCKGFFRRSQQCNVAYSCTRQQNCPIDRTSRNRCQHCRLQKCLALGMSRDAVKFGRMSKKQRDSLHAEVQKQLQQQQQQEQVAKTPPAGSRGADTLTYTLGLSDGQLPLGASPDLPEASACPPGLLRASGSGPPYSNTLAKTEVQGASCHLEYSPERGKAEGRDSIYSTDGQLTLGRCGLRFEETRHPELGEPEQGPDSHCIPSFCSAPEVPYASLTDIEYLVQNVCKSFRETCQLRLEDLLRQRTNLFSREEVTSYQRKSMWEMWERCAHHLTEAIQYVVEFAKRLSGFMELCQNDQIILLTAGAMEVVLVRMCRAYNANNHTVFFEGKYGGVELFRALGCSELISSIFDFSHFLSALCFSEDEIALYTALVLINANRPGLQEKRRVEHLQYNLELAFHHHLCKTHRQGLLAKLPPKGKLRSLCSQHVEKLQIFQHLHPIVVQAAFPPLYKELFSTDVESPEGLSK
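ROR gamma transcriptional activity was tracked as Gal4-UAS luciferase output in stably transfected Drosophila Schneider cells, with compound added 1 hr before 700 uM copper sulfate induction and a 20 hr ambient-temperature incubation.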
Starred values were filed as active, the others as inactive; ? = inconclusive; / = not tested or not shown; [ ] = remark or other dose. Unless noted, calls follow the shape of the dose curve; as a rule, active = well fitted curve in the direction sought with a large enough effect; inconclusive = small, poorly fitted or top-dose-only effect, or another doubt; inactive = no such curve, though single readings can be large; an effect the other way counts as inactive or inconclusive. Potency is read from the fitted curve at half-maximal effect.

SMILES	BRCA1 expr up	Rab9 promoter act	Gal4-VP16 FLuc	MBNL1-CUG inh	ELG1 genotoxic	p53 reactivation	NPC1 prom act	FLuc counter	uPA surface inh	RORg inh
CCC1CCC(C(=O)NC(C(=O)Nc2ccc3c(c2)OCCO3)C(C)C)CC1 (stereo not given)	64%	23%	15%	-3%	16µM*	?	15%	?	3%	5%
O=C1NNC(c2ccccc2)=N/C1=C\c1ccccc1Cl	-30%	15%	-16%	-23%	-1%	3%	7%	-1%	-1%	-3%
CCOC(=O)CN(C(=O)COc1nc(-c2ccccc2)cc(C)c1C#N)c1ccc(C)cc1	-8%	0%	-5%	-1%	-4%	-3%	-1%	2%	-15%	10%
Cc1ccc2oc(=O)cc(CN3CCC(C)CC3)c2c1	18%	12%	-4%	11%	6%	6%	-1%	1%	/	-1%
CCc1nc(NC(=O)Cc2csc(C)n2)sc1C(=O)OC	7%	1%	-3%	-1%	1%	0%	0%	-3%	1%	32%
CCOC(=O)c1ccccc1Nc1cc(C)nc2nc(C)nn12	-13%	2%	0%	2%	0%	-5%	-1%	5%	18%	37%
O=C(Cn1ccsc1=NC(=O)C(F)(F)F)c1ccccc1	7.9µM*	2.8µM*	-7%	1%	15%	19%	?	-12%	-1%	41%
CCOc1ccc(N(CC(=O)Nc2c(C)cccc2C)S(=O)(=O)c2c(C)[nH]c(=O)[nH]c2=O)cc1	18%	2%	0%	-8%	-3%	-1%	-4%	3%	1%	9%
Cc1nc(-c2ccc(S(=O)(=O)N3CCCCCC3)cc2)cs1	25%	?	19%	3%	3%	12%	20%	?	-5%	27%
CN1CCN(C(=O)C(N)Cc2ccccc2)CC1 (stereo not given)	-8%	-3%	1%	0%	-2%	-2%	-7%	-1%	/	3%
O=C(COC(=O)CNC(=O)C1CCCCC1)Nc1ccc(Cl)cc1F	-1%	0%	-5%	-3%	2%	-2%	-4%	-7%	-9%	-5%
CC(Oc1ccc(Cl)cc1)C(=O)Nc1sccc1C(N)=O (stereo not given)	-20%	-3%	5%	-2%	-4%	2%	0%	?	-5%	?
Cc1cc(C)cc(N(C(=O)CNC(=O)c2ccco2)C(C(=O)NC2CCCCC2)c2ccncc2)c1 (stereo not given)	0%	4%	3%	-4%	-4%	-1%	-4%	1%	0%	18%
c1ccc(-c2ccccc2-c2nc(-c3cccnc3)no2)cc1	-25%	-2%	-3%	1%	-2%	-5%	-5%	1%[2.3 µM]	1%	-9%
N#CCC(=O)N/N=C/c1ccc(Sc2nc3ccccc3s2)o1	-14%	4%	-5%	6%	1%	1%	-5%	1%	-1%	?
O=C(C[C@@H]1C/C=C\C[C@H](NC(=O)OCC2c3ccccc3-c3ccccc32)C(=O)OC[C@@H]2CCCN2C1=O)N[C@@H](CO)Cc1ccccc1	0%	/	/	/	1%	-4%	/	/	-6%	/
COc1cccc(CN2CCCC(C(=O)N3CCCCC3)C2)c1 (stereo not given)	-4%	-7%	0%	-1%	-1%	-1%	0%	1%	17%	-19%
Cc1cc(N2CCN(C(=O)c3ccco3)CC2)c2ccccc2n1	-15%	-3%	-10%	-4%	-2%	-3%	-3%	5%	?	-3%
COc1cccc2sc(N3CCN(C(=O)c4ccco4)CC3)nc12	16%	0%	/	/	0%	2%	10%	-2%	-1%	/
Cc1c(CCO)c(=O)[nH]n1C(=O)c1c(F)cccc1F	-22%	-4%	-4%[0.365 µM]	5%	7%	-6%	-2%	5%	/	7%
O=C(c1cnn2c(C(F)F)cc(-c3ccccc3)nc12)N1CCSCC1	-30%	-3%	19%	-8%	-1%	5%	-5%	12%	1%	?
CCN(CC(=O)Nc1c(F)cccc1F)C(=O)c1ccc(C(F)(F)F)cc1	2%	-2%	-4%	-4%	1%	3%	-2%	-4%	-13%	-5%
O=C1c2ccccc2S(=O)(=O)N1Cc1c(F)cccc1Cl	-9%	0%	9%	2%	-5%	1%	-4%	-1%	-3%	15%
Cc1cc(C)c2oc(C(=O)N3CCN(C)CC3)cc(=O)c2c1	0%	-3%	0%	-3%	-1%	-6%	-8%	0%	-3%	0%
Cc1c(/C(O)=C2/C(=O)C(=O)N(CCN3CCOCC3)C2c2ccccn2)cnn1-c1ccccc1 (stereo not given)	-22%	-17%	?	?	?	11%	-10%	17µM*	-3%	1.1µM*
COc1ccc(/C=N/n2nnnc2N)cc1OC	24%	-5%	-6%	?	6%	1%	-2%	-6%	-7%	-12%
COc1ccc(Nc2sc(C(=O)Nc3cccc(Cl)c3)c(N)c2C(=O)Nc2ccccc2OC)cc1	/	-7%	?	20%	3%	10%	-3%	4%	/	?
COCCNC(=O)CN(C)S(=O)(=O)c1ccc2c(c1)OCCO2	5%	4%	-21%[0.365 µM]	-10%	-5%	7%	2%	-55%	0%	?
COc1cc(C(=S)N2CCOCC2)cc(OC)c1OC(=O)c1ccc([N+](=O)[O-])cc1[N+](=O)[O-]	-7%	-3%	?	?	-4%	/	-5%	16%	-12%	-8%[1.91 µM]
COc1ccc(Cn2c(=O)[nH]c3cc(C(=O)Nc4ccccc4C)ccc32)cc1	-4%	3%	0%	3%	-1%	/	-2%	14%	-4%	20%
Cc1ccccc1OCC(=O)NC(C)c1ccccc1 (stereo not given)	-7%	-6%	13%	-8%	-3%	-3%	2%	-1%	-9%	-9%
CN(Cc1ccccc1)S(=O)(=O)c1cccc(C(=O)O)c1	0%	-1%	-1%[10 µM]	-22%	-8%	-2%	1%	?	-2%	-15%
CN(CCC1CCOCC1)C(=O)CC1C(=O)NCCN1Cc1c(F)cccc1Cl (stereo not given)	-10%	7%	-7%	-5%	4%	8%	-1%	0%	4%	-6%
Cn1nccc1C(=O)Nc1sc2c(c1C(N)=O)CCCC2	69%	?	?	-3%	?	4%	25%	9.5µM*	-4%	6%
O=C(CSc1ncn[nH]1)NCc1ccc(Cl)cc1	-24%	2%	-9%	-5%	4%	-2%	1%	-1%	0%	-12%
COc1ccccc1CC(NC(C)=O)C(=O)NC1CCN(S(=O)(=O)c2ccccc2)CC1 (stereo not given)	-6%	-3%	-1%	-2%	1%	-1%	0%	1%	1%	-7%
C=CCn1c(CC(C)(C)C)nc2ccccc21	1%	-7%	-6%	0%	-5%	-4%	0%	6%	-2%	11µM*
N#C/C(=C\C=C\c1ccccc1)c1nc(-c2ccc3c(c2)OCO3)cs1	-25%	-4%	-9%	6%	1%	1%	2%	0%	-1%	-8%
COc1cccc(CN2CC(C(=O)NCCCCc3ccccn3)CCC2=O)c1 (stereo not given)	-10%	4%	7%	1%	3%	8%	4%	0%	-1%	-13%
Cc1ccc(N2CCN(CC(O)COc3cccc4ccccc34)CC2)cc1 (stereo not given)	-50%	-3%	-22%	3%	-3%	7%	0%	-4%	-15%	4%
CCC(=O)Nc1nnc(SCCOC)s1	12%	9%	-2%	-2%	4%	8%	-1%	0%	-3%	0%
CCOC(=O)C1CCCN(S(=O)(=O)c2cc3c4c(c2)CCN4C(=O)CC3)C1 (stereo not given)	-24%	-2%	/	/	3%	0%	-1%	-1%	2%	/
O=C(NCC1CCCO1)c1cc2n(n1)C(C(F)(F)F)CC(c1ccc(F)cc1)N2 (stereo not given)	-19%	-3%	-7%	6%	-2%	0%	0%	2%	/	34%

In the list so far, these have a Cl atom:
SMILES	BRCA1 expr up	Rab9 promoter act	Gal4-VP16 FLuc	MBNL1-CUG inh	ELG1 genotoxic	p53 reactivation	NPC1 prom act	FLuc counter	uPA surface inh	RORg inh
O=C1NNC(c2ccccc2)=N/C1=C\c1ccccc1Cl	-30%	15%	-16%	-23%	-1%	3%	7%	-1%	-1%	-3%
O=C(COC(=O)CNC(=O)C1CCCCC1)Nc1ccc(Cl)cc1F	-1%	0%	-5%	-3%	2%	-2%	-4%	-7%	-9%	-5%
CC(Oc1ccc(Cl)cc1)C(=O)Nc1sccc1C(N)=O (stereo not given)	-20%	-3%	5%	-2%	-4%	2%	0%	?	-5%	?
O=C1c2ccccc2S(=O)(=O)N1Cc1c(F)cccc1Cl	-9%	0%	9%	2%	-5%	1%	-4%	-1%	-3%	15%
COc1ccc(Nc2sc(C(=O)Nc3cccc(Cl)c3)c(N)c2C(=O)Nc2ccccc2OC)cc1	/	-7%	?	20%	3%	10%	-3%	4%	/	?
CN(CCC1CCOCC1)C(=O)CC1C(=O)NCCN1Cc1c(F)cccc1Cl (stereo not given)	-10%	7%	-7%	-5%	4%	8%	-1%	0%	4%	-6%
O=C(CSc1ncn[nH]1)NCc1ccc(Cl)cc1	-24%	2%	-9%	-5%	4%	-2%	1%	-1%	0%	-12%
